Assay outcomes from PubChem BioAssay.
Tcruzi prolif – T. cruzi proliferation inhibition | T. cruzi beta-gal in NIH3T3, GalScreen luminescence, 90 h | inhibition, % at 8.34 µM | hit rate 5.9% among 77,000 | AID 624255;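 active means mean inhibition above about 93%, with at least 55% of replicates each passing it, limit read from the data, passing the limit was not always enough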
GASC1 inh – inhibitors of human demethylase GASC-1 KDM4C; Q9H3R0; GST-KDM4C 2-372, H3K9me3 peptide, LANCE TR-FRET; inhibition, % at 12.5 µM; hit rate 0.15% among 96,000; AID 720574;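 active means mean replicate inhibition above about 25%, with at least 55% of replicates also reaching it, limit read from the data, passing the limit was not always enough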
Target sequence (Q9H3R0 2-372 limits assumed): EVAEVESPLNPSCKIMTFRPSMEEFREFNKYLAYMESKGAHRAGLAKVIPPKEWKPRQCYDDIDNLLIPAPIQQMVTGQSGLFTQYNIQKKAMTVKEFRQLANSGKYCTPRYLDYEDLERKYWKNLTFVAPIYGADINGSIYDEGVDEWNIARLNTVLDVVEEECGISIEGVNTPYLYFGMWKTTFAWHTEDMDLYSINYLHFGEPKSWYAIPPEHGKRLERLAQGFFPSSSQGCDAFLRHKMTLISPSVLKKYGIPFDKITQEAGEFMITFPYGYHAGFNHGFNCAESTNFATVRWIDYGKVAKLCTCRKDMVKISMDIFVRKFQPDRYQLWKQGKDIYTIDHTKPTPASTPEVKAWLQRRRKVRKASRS
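System – N-terminal GST-fused human GASC-1 (KDM4C) fragment, residues 2-372 · Input – enzyme final amount 10 nM · Technique – LANCE TR-FRET, Eu antibody, ULight-streptavidin, EDTA, ex 340 nm, em 618/671 nm · Medium – HEPES buffer, pH 7.5, plus ascorbate · Incubation – enzyme reaction 30 min, then detection 60 min, both room temperature · Reagent – H3K9me3 peptide with Fe(II)/2OG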
Active calls of the source: *. Not all compounds are listed, so the mix of outcomes need not match the whole.

Results for CN(C)CC#Cc1cccc(-c2nc(C(=O)NCCCN3CCOCC3)cc3c2[C@H](CCO)N(S(=O)C(C)(C)C)C3)c1 (some centres undefined) ?
Tcruzi prolif: 105*

How did CCCNC(=O)Nc1ccc2c(c1)C(=O)N(C)C[C@@H](OC)[C@@H](C)CN(C(=O)C1CC1)[C@H](C)CO2 do in these assays?
GASC1 inh: 1.3

What do the screens show for `CCCN1C[C@@H](C)[C@H](OC)CN(C)C(=O)c2cc(NC(=O)C3CC3)ccc2OC[C@@H]1C`?
GASC1 inh: -1.0

Results for CO[C@@H]1CN(C)C(=O)c2ccc(NC(=O)C3CC3)cc2OC[C@@H](C)NC[C@@H]1C ?
GASC1 inh: 0.0

What do the screens show for `CO[C@H]1CN(C)C(=O)c2cc(NC(=O)C3CC3)ccc2OC[C@H](C)NC[C@@H]1C`?
GASC1 inh: -1.3

How did CO[C@@H]1CN(C)C(=O)c2cc(NC(=O)C3CC3)ccc2OC[C@H](C)N(CC2CCOCC2)C[C@H]1C do in these assays?
GASC1 inh: 0.3

How did Cc1noc(C)c1S(=O)(=O)Nc1ccc2c(c1)C(=O)N([C@@H](C)CO)C[C@@H](C)[C@H](CN(C)Cc1ccc3c(c1)OCO3)O2 do in these assays?
GASC1 inh: 1.6

Results for COc1ccc(S(=O)(=O)N(C)C[C@@H]2Oc3c(NS(=O)(=O)c4cn(C)cn4)cccc3C(=O)N([C@@H](C)CO)C[C@@H]2C)cc1 ?
GASC1 inh: -3.2

How did C[C@@H]1CCCCO[C@@H](CN(C)C(=O)c2ccncc2)[C@@H](C)CN([C@@H](C)CO)C(=O)c2cc(NC(=O)c3ccccc3)ccc2O1 do in these assays?
GASC1 inh: 2.1

Results for C[C@H](CO)N1C[C@H](C)[C@@H](CN(C)CC2CC2)Oc2c(NC(=O)CCCCCC(=O)Nc3ccccc3N)cccc2C1=O ?
GASC1 inh: 1.0

How did CO[C@H]1CN(C)C(=O)c2cc(NC(=O)C3CC3)ccc2OC[C@H](C)N(Cc2nccs2)C[C@H]1C do in these assays?
GASC1 inh: 0.8

How did C[C@@H]1CN([C@H](C)CO)C(=O)c2cccc(NC(=O)CCCCCC(=O)Nc3ccccc3N)c2O[C@H]1CN(C)CC1CCCCC1 do in these assays?
GASC1 inh: 0.5

What do the screens show for `CO[C@@H]1CN(C)C(=O)c2ccc(NC(=O)C3CC3)cc2OC[C@@H](C)N(C(=O)NC(C)C)C[C@H]1C`?
GASC1 inh: 0.4

Results for C[C@@H]1CN([C@H](C)CO)C(=O)c2cccc(NC(=O)CCCCCC(=O)Nc3ccccc3N)c2O[C@H]1CN(C)C(=O)NC1CCCCC1 ?
GASC1 inh: 0.7

How did CO[C@H]1CN(C)C(=O)c2cc(NC(=O)C3CCC3)ccc2OC[C@@H](C)N(C(=O)CN(C)C)C[C@@H]1C do in these assays?
GASC1 inh: -1.2

How did CCC(=O)N1C[C@H](C)[C@@H](OC)CN(C)C(=O)c2cc(NC(=O)C3CCCCC3)ccc2OC[C@H]1C do in these assays?
GASC1 inh: -1.5

How did CO[C@H]1CN(C)C(=O)c2cc(NC(=O)C3CC3)ccc2OC[C@H](C)N(C(C)=O)C[C@H]1C do in these assays?
GASC1 inh: 3.5

Results for CO[C@H]1CN(C)C(=O)c2ccc(NC(=O)C3CC3)cc2OC[C@@H](C)NC[C@@H]1C ?
GASC1 inh: -0.1

What do the screens show for `C[C@H](CO)N1C[C@H](C)[C@@H](CN(C)Cc2ccc(C(=O)Nc3ccccc3N)cc2)Oc2ccc(NC(=O)Nc3ccccc3)cc2CC1=O`?
GASC1 inh: -0.8

How did CO[C@@H]1CN(C)C(=O)c2cc(NS(C)(=O)=O)ccc2OC[C@H](C)N(CC2CC2)C[C@H]1C do in these assays?
GASC1 inh: 0.1

How did CO[C@H]1CN(C)C(=O)c2cc(NC(=O)C3CC3)ccc2OC[C@H](C)N(C(C)=O)C[C@@H]1C do in these assays?
GASC1 inh: -1.3

Results for CO[C@H]1CN(C)C(=O)c2cc(NC(=O)c3ccccc3F)ccc2OC[C@@H](C)N(CC2CC2)C[C@@H]1C ?
GASC1 inh: -0.6

Results for C[C@@H]1CCCCO[C@@H](CN(C)Cc2ccc(C(=O)Nc3ccccc3N)cc2)[C@@H](C)CN([C@H](C)CO)C(=O)c2cc(NC(=O)NC3CCCCC3)ccc2O1 ?
GASC1 inh: 0.2

Results for C[C@@H]1CN([C@H](C)CO)C(=O)c2cccc(NC(=O)c3nc4ccccc4s3)c2O[C@H]1CN(C)C(=O)Nc1cccc2ccccc12 ?
GASC1 inh: 0.3

Results for C[C@H]1CN([C@@H](C)CO)C(=O)Cc2cc(NC(=O)CCC(F)(F)F)ccc2O[C@H]1CN(C)Cc1ccc(-c2ccccc2)cc1 ?
GASC1 inh: -1.0

What do the screens show for `CO[C@@H]1CN(C)C(=O)c2cc(NC(=O)C3CC3)ccc2OC[C@@H](C)N(C(=O)c2ccccc2)C[C@@H]1C`?
GASC1 inh: 1.8

Results for CO[C@H]1CN(C)C(=O)c2ccc(NC(=O)C3CCCC3)cc2OC[C@@H](C)N(CC2CC2)C[C@@H]1C ?
GASC1 inh: 2.6

Results for CO[C@@H]1CN(C)C(=O)c2cc(NS(C)(=O)=O)ccc2OC[C@H](C)N(C(=O)C2CC2)C[C@@H]1C ?
GASC1 inh: -0.7

Results for CCS(=O)(=O)Nc1ccc2c(c1)C(=O)N(C)C[C@@H](OC)[C@@H](C)CN(C(=O)C1CC1)[C@H](C)CO2 ?
GASC1 inh: -0.1

What do the screens show for `COc1ccc(S(=O)(=O)N(C)C[C@@H]2Oc3c(NC(=O)c4ccc(-c5nccs5)cc4)cccc3C(=O)N([C@@H](C)CO)C[C@H]2C)cc1`?
GASC1 inh: -2.5

How did CO[C@H]1CN(C)C(=O)c2cc(NC(=O)C3CCC3)ccc2OC[C@H](C)N(C(=O)NC(C)C)C[C@@H]1C do in these assays?
GASC1 inh: 1.1

What do the screens show for `CO[C@H]1CN(C)C(=O)c2ccc(NC(=O)c3ccccc3F)cc2OC[C@@H](C)N(CC2CCOCC2)C[C@H]1C`?
GASC1 inh: -0.7

What do the screens show for `CO[C@@H]1CN(C)C(=O)c2cc(NS(C)(=O)=O)ccc2OC[C@H](C)N(C(=O)C2CC2)C[C@H]1C`?
GASC1 inh: -0.1

Results for Cc1noc(C)c1NC(=O)Nc1ccc2c(c1)CC(=O)N([C@@H](C)CO)C[C@@H](C)[C@@H](CN(C)C(=O)Nc1cccc3ccccc13)O2 ?
GASC1 inh: 1.9

What do the screens show for `CO[C@H]1CN(C)C(=O)c2ccc(NC(=O)C3CC3)cc2OC[C@H](C)N(C(=O)c2ccccc2)C[C@@H]1C`?
GASC1 inh: -1.2

Results for CCC(=O)Nc1ccc2c(c1)C(=O)N(C)C[C@H](OC)[C@@H](C)CN(C(=O)C1CC1)[C@@H](C)CO2 ?
GASC1 inh: 1.2

By substructure, the entries above containing a halogen.
Results for CO[C@H]1CN(C)C(=O)c2cc(NC(=O)c3ccccc3F)ccc2OC[C@@H](C)N(CC2CC2)C[C@@H]1C ?
GASC1 inh: -0.6

Results for C[C@H]1CN([C@@H](C)CO)C(=O)Cc2cc(NC(=O)CCC(F)(F)F)ccc2O[C@H]1CN(C)Cc1ccc(-c2ccccc2)cc1 ?
GASC1 inh: -1.0

What do the screens show for `CO[C@H]1CN(C)C(=O)c2ccc(NC(=O)c3ccccc3F)cc2OC[C@@H](C)N(CC2CCOCC2)C[C@H]1C`?
GASC1 inh: -0.7

3 entries already listed, arranged by number of heavy atoms, ascending:
Results for CCC(=O)Nc1ccc2c(c1)C(=O)N(C)C[C@H](OC)[C@@H](C)CN(C(=O)C1CC1)[C@@H](C)CO2 ?
GASC1 inh: 1.2

What do the screens show for `CO[C@H]1CN(C)C(=O)c2ccc(NC(=O)c3ccccc3F)cc2OC[C@@H](C)N(CC2CCOCC2)C[C@H]1C`?
GASC1 inh: -0.7

Results for C[C@@H]1CN([C@H](C)CO)C(=O)c2cccc(NC(=O)c3nc4ccccc4s3)c2O[C@H]1CN(C)C(=O)Nc1cccc2ccccc12 ?
GASC1 inh: 0.3

Next part
What do the screens show for `CO[C@H]1CN(C)C(=O)c2ccc(NS(C)(=O)=O)cc2OC[C@H](C)N(CC2CC2)C[C@@H]1C`?
GASC1 inh: -1.0

What do the screens show for `C[C@H](CO)N1C[C@H](C)[C@@H](CN(C)CC2CCCCC2)Oc2c(NC(=O)Nc3ccc(F)cc3)cccc2C1=O`?
GASC1 inh: -2.1

What do the screens show for `CCC(=O)Nc1ccc2c(c1)OC[C@@H](C)N(CC1CC1)C[C@@H](C)[C@@H](OC)CN(C)C2=O`?
GASC1 inh: -1.1

What do the screens show for `CO[C@@H]1CN(C)C(=O)c2ccc(NC(=O)C3CC3)cc2OC[C@H](C)N(C)C[C@H]1C`?
GASC1 inh: 1.5

How did C[C@H]1CN([C@@H](C)CO)C(=O)Cc2cc(NC(=O)Cc3ccccc3)ccc2O[C@H]1CN(C)S(=O)(=O)c1cccs1 do in these assays?
GASC1 inh: -0.4

Results for COc1ccc(S(=O)(=O)Nc2ccc3c(c2)CC(=O)N([C@H](C)CO)C[C@H](C)[C@H](CN(C)C(=O)Nc2ccc4c(c2)OCO4)O3)cc1 ?
GASC1 inh: 1.3

How did CO[C@H]1CN(C)C(=O)c2cc(NC(=O)C3CCC3)ccc2OC[C@@H](C)N(C(=O)NC(C)C)C[C@@H]1C do in these assays?
GASC1 inh: 2.2

Results for CCC(=O)Nc1ccc2c(c1)OC[C@H](C)N(C(=O)C1CCC1)C[C@@H](C)[C@H](OC)CN(C)C2=O ?
GASC1 inh: -0.2

What do the screens show for `C[C@@H]1CN([C@@H](C)CO)C(=O)c2cccc(NC(=O)CCCCCC(=O)Nc3ccccc3N)c2O[C@@H]1CN(C)C(=O)Nc1ccccc1`?
GASC1 inh: 0.9

What do the screens show for `CO[C@@H]1CN(C)C(=O)c2ccc(NC(=O)C3CC3)cc2OC[C@H](C)NC[C@H]1C`?
GASC1 inh: 0.5

How did C[C@@H]1CCCCO[C@@H](CN(C)Cc2ccc(C(=O)Nc3ccccc3N)cc2)[C@@H](C)CN([C@H](C)CO)C(=O)c2cc(NC(=O)C3CCCCC3)ccc2O1 do in these assays?
GASC1 inh: -0.8

Results for Cc1noc(C)c1NC(=O)Nc1ccc2c(c1)CC(=O)N([C@@H](C)CO)C[C@H](C)[C@H](CN(C)S(=O)(=O)c1cccs1)O2 ?
GASC1 inh: 2.5

Results for CO[C@H]1CN(C)C(=O)c2cc(NC(C)=O)ccc2OC[C@@H](C)N(CC2CC2)C[C@@H]1C ?
GASC1 inh: 0.1

Results for CCCNC(=O)Nc1ccc2c(c1)C(=O)N(C)C[C@H](OC)[C@@H](C)CN(C(=O)C1CC1)[C@H](C)CO2 ?
GASC1 inh: -0.7

What do the screens show for `C[C@H]1CN([C@@H](C)CO)C(=O)c2cc(NS(=O)(=O)c3ccc(F)cc3)ccc2O[C@H]1CN(C)S(=O)(=O)c1cn(C)cn1`?
GASC1 inh: -2.1

Results for CO[C@@H]1CN(C)C(=O)c2cc(NC(=O)C3CC3)ccc2OC[C@H](C)N(CC2CCOCC2)C[C@@H]1C ?
GASC1 inh: 0.4

What do the screens show for `C[C@@H]1CN([C@@H](C)CO)C(=O)Cc2cc(NC(=O)NC3CCCCC3)ccc2O[C@H]1CN(C)Cc1ccc(C(=O)Nc2ccccc2N)cc1`?
GASC1 inh: 0.6

How did CO[C@H]1CN(C)C(=O)c2ccc(NC(C)=O)cc2OC[C@H](C)N(CC2CCCCC2)C[C@H]1C do in these assays?
GASC1 inh: 0.8

Results for CCC(=O)Nc1ccc2c(c1)OC[C@@H](C)N(C(=O)C1CCC1)C[C@H](C)[C@@H](OC)CN(C)C2=O ?
GASC1 inh: 1.1

Results for Cc1ccc(S(=O)(=O)N(C)C[C@@H]2Oc3ccc(NS(=O)(=O)c4ccccc4)cc3CC(=O)N([C@@H](C)CO)C[C@H]2C)cc1 ?
GASC1 inh: -0.7

Results for C[C@@H]1CCCCO[C@@H](CN(C)C(=O)Nc2ccc(C(F)(F)F)cc2)[C@@H](C)CN([C@H](C)CO)C(=O)c2cc(NC(=O)Nc3ccccc3)ccc2O1 ?
GASC1 inh: -0.6

Results for CCC(=O)N1C[C@@H](C)[C@@H](OC)CN(C)C(=O)c2ccc(NC(=O)C3CC3)cc2OC[C@H]1C ?
GASC1 inh: -1.0

How did C[C@@H]1CN([C@@H](C)CO)C(=O)c2cc(NS(C)(=O)=O)ccc2O[C@@H]1CN(C)CC1CC1 do in these assays?
GASC1 inh: 0.5

What do the screens show for `CO[C@@H]1CN(C)C(=O)c2ccc(NC(=O)C3CC3)cc2OC[C@H](C)N(C(=O)CN(C)C)C[C@@H]1C`?
GASC1 inh: 0.3

How did CCS(=O)(=O)Nc1ccc2c(c1)C(=O)N(C)C[C@H](OC)[C@H](C)CN(C(=O)C1CC1)[C@H](C)CO2 do in these assays?
GASC1 inh: -0.4

What do the screens show for `C[C@@H]1CCCCO[C@H](CN(C)S(=O)(=O)c2cn(C)cn2)[C@@H](C)CN([C@@H](C)CO)C(=O)c2cc(NC(=O)Nc3ccccc3)ccc2O1`?
GASC1 inh: -1.5

What do the screens show for `CO[C@H]1CN(C)C(=O)c2cc(NS(C)(=O)=O)ccc2OC[C@@H](C)N(CC2CC2)C[C@H]1C`?
GASC1 inh: -0.5

What do the screens show for `COc1ccc(S(=O)(=O)Nc2ccc3c(c2)C(=O)N([C@H](C)CO)C[C@@H](C)[C@@H](CN(C)S(=O)(=O)c2ccc(Cl)cc2)O3)cc1`?
GASC1 inh: -0.2

What do the screens show for `CCCN(C)C[C@@H]1OCCCC[C@H](C)Oc2ccc(NC(=O)C3CCCCC3)cc2C(=O)N([C@H](C)CO)C[C@@H]1C`?
GASC1 inh: -1.9

Results for COCC(=O)Nc1ccc2c(c1)C(=O)N(C)C[C@@H](OC)[C@H](C)CN(CC1CC1)[C@H](C)CO2 ?
GASC1 inh: 2.1
